# High-throughput results from PubChem.
# MT1-MMP act inh: inhibitors of human MT1-MMP activation. HT1080 RFP-PRO-GFP cells, GFP/RFP ratio fluorescence, overnight; percent of plate control window, DMSO zero. GFP/RFP ratio change, % at 20 µM. 360,000 tested, 0.061% active. AID 651647;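 active = GFP/RFP ratio change of at least 30% with cell ATP level not reduced by more than half and red fluorescence within 50% of control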; also: strong numbers were not always called active
#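 Assay system: HT1080 RFP-PRO-GFP cells. Benchmarks: DMSO vehicle wells and RFP-L50D-GFP reporter cell wells. Times: overnight cell settling, then overnight compound exposure, 37 °C, 5% CO2. Compound: 20 µM single dose, 1% DMSO. Read-out basis: GFP/RFP fluorescence ratio.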
# NadD block: NadD (S. aureus) enzyme inhibition. purified NadD enzyme, colorimetric absorbance read-out. inhibition, % at 20 µM. 360,000 tested, 0.78% active. AID 602399; in the data active = inhibition above about 26%; also: some compounds past the cut are filed as inactive
# Rpn11 inh: inhibitors of human proteasome Rpn11. calls only at 20 µM. 360,000 tested, 0.59% active. human 26S proteasome, Ub4-pepOG fluorescence polarization; 20S core pre-blocked with epoxomicin. AID 588493. O00487;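 active = inhibition at 20 µM, scaled to each plate's controls, above about 33%, limit read from the data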
# FAS-TE inh: FAS thioesterase (human) inhibition | recombinant FAS-TE, OMFH fluorogenic substrate, fluorescence endpoint | inhibition, % at 15 µM | 360,000 tested, 0.67% active;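 active = compounds whose normalised, plate-corrected inhibition of enzyme fluorescence in the single-dose primary screen is 50% or more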;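 also: 0% = DMSO with enzyme and 100% = substrate without enzyme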
# Neddylation inh: cullin neddylation inhibition. calls only at 25 µM. TR-FRET cullin neddylation, biochemical. AID 651699. P61081+Q13564. 360,000 tested, 0.58% active; in the data active = inhibition above about 36%
# PABP1 MLLE inh: blocks PAM2 peptide binding to the PABP1 MLLE domain. AID 588489. GST-MLLE / FITC-PAM2 fluorescence polarization. inhibition, % at 20 µM. 360,000 tested, 0.36% active; in the data active = inhibition above about 35%, passing the limit was not always enough;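 also: plate controls were DMSO wells with GST-MLLE for no effect and wells lacking GST-MLLE protein for full effect; some results filed as inactive read as strong as hits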
# Target sequence (P11940 whole entry, looked up, the tested form may be a part): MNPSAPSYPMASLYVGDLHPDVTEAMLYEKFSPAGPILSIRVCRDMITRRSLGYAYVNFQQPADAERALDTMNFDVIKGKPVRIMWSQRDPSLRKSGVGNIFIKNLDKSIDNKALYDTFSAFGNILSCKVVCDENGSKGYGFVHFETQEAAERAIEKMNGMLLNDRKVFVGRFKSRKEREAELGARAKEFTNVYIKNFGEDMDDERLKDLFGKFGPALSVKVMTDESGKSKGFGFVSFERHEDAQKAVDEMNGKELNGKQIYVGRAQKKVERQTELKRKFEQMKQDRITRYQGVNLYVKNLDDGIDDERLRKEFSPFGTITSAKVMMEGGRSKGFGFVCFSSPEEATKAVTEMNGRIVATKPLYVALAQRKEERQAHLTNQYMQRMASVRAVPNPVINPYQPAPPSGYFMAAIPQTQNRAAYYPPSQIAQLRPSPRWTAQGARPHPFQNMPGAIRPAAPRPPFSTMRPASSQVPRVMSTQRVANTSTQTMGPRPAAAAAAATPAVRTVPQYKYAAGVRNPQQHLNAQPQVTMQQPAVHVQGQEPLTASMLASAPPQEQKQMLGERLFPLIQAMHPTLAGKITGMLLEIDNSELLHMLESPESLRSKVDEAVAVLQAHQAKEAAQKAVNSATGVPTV
# Rin1 Abl inh: blocks binding of human Rin1 to Abl; P00519+Q13671; inhibition, % at 7.35 µM; TR-FRET Rin1/Abl binding, biochemical; 360,000 tested, 0.4% active; in the data active = inhibition above about 5%, passing the limit was not always enough
# SKN-1 inh: C. elegans SKN-1 inhibition; inhibition, % at 21.8 µM; 360,000 tested, 0.49% active; C. elegans VP596 Pgst-4::GFP/RFP ratio, acrylamide-induced, 24 h;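 active = interference check ratio from 0.5 to 1.5 plus GFP to RFP signal ratio inhibition reaching or exceeding a fixed threshold, cut at about 30% in these data, passing the limit was not always enough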; also: some compounds called inactive have numbers as strong as hits
# CSN deneddyl inh: inhibitors of human CSN-mediated cullin deneddylation. Q92905. Purified CSN, SCF-Nedd8-OG deneddylation, fluorescence polarization. inhibition, % at 12.5 µM. 360,000 tested, 0.38% active. AID 651999;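 active = pattern-corrected inhibition above about 35%, with an unprinted fluorescence ratio check between 0.5 and 1.5, limit read from the data, passing the limit was not always enough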;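 also: 0% = enzyme with substrate and 100% = substrate without enzyme; some results filed as inactive read as strong as hits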
#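 Assay system: Purified human Csn5 enzyme expressed in HEK293T cells | Amount: Enzyme 0.24 nM | Measured by: Fluorescence polarization readout | Medium: Tris/NaCl/DTT buffer, pH 7.5 | Compound dosing: One concentration, 12.5 µM, 0.25% DMSO | Times: 90 min incubation of compound, enzyme and substrate at room temperature | Control set: no-enzyme wells high, enzyme-with-substrate wells low | Read-out: % inhibition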
# Active calls of the source: *; i = inactive.
SMILES,MT1-MMP act inh,NadD block,Rpn11 inh,FAS-TE inh,Neddylation inh,PABP1 MLLE inh,Rin1 Abl inh,SKN-1 inh,CSN deneddyl inh
Cc1cccc(S(=O)(=O)Nc2nc3ccccc3nc2NCc2ccc3c(c2)OCO3)c1,0,6,i,5,i,-2,4,8,-6
CCn1c(SCC(=O)N2CCc3ccccc3C2)nc2sc(C)c(C)c2c1=O,3,-5,i,20,i,14,-1,4,-2
COc1c(C=O)cc2c3c1CCCN3CCC2,-3,-3,i,-4,i,-8,1,4,7
C=CCOc1ccc(CN(C)CC(=O)Nc2ccccc2[N+](=O)[O-])cc1,-2,-2,i,31,i,-8,3,10,0
CCN(CC)S(=O)(=O)c1ccc(Cl)c(NC(=O)COC(=O)c2cc(-c3ccccc3Cl)nc3ccccc23)c1,3,8,i,30,i,-7,5,5,-9
O=C(CCc1ccc(Oc2cc([N+](=O)[O-])cc([N+](=O)[O-])c2)cc1)N1CCCCCC1,-2,-1,i,13,i,-11,1,-15,-6
CNC(=S)N1N=C(c2ccc(OC)cc2)CC1c1ccc(Cl)cc1Cl (stereo unspecified),1,-2,i,12,i,5,-2,0,-11
O=C(N1CCCCC1)N1CCN(S(=O)(=O)c2cccc([N+](=O)[O-])c2)CC1,0,-9,i,-4,i,8,1,14,-1
COC(=O)[C@H](C)N(Cc1ccc(Cl)c(Cl)c1)S(=O)(=O)CCN1CCCC1,2,-7,i,-5,i,3,-1,-20,-1
COc1ccc([N+](=O)[O-])cc1C(=O)NCCOc1ccc(Cl)cc1,-1,-7,i,63*,i,2,-3,21,-1
CCOC(=O)c1c(C)[nH]c(C)c1S(=O)(=O)NCCc1ccc(SC)cc1,2,-5,i,3,i,0,3,-5,-2
COc1cc(/C=N/NC(=O)c2cc[n+]([O-])cc2)cc(OC)c1OC,-3,-5,i,-3,i,2,0,-1,-2
Cc1oc(=O)c(NC(=O)c2ccccc2)cc1C(C)O (stereo unspecified),-4,-2,i,-7,i,1,-1,2,-6
CC(=O)N1CCN(S(=O)(=O)c2ccc(Cl)cc2F)CC1,-9,-5,i,-3,i,14,0,1,-3
O=c1c2c(-c3ccccc3)csc2ncn1/N=C/c1c2ccccc2cc2ccccc12,2,-1,i,25,i,14,-4,8,2
CCOc1cc(N2CCOCC2)c(OCC)cc1NC(=O)COC(=O)CCOc1ccc(C(C)(C)C)cc1,0,-3,i,18,i,-9,3,6,1
O=C1CSC(c2ccncc2)N1Cc1ccccc1 (stereo unspecified),5,5,i,-3,i,21,5,-5,-6
O=C(O)CCCC(=O)Nc1cccc(-c2nc3ccccc3[nH]2)c1,6,-1,i,-4,i,-4,-4,-17,0
CN(Cc1ccccc1)C(=O)c1ccc(NC(=O)c2ccccc2)cc1,-1,1,i,-2,i,1,2,22,2
CCC(=O)Nc1cccc(-c2nnc(SCC(=O)c3ccccc3)n2C)c1,-2,-2,i,-6,i,-24,2,15,-3
COc1ccc(C)c2sc(NC(=O)CCS(=O)(=O)c3ccccc3)nc12,-14,6,i,9,i,-17,1,14,-4
Cc1ccc(N(C)C(=O)N2CCN(S(=O)(=O)c3ccc4ccccc4c3)CC2)cc1,-8,2,i,21,i,5,-2,10,5
CCN(CC)c1ccc(C(=O)NNC(=O)C2CSC3(C)CCC(=O)N23)cc1 (stereo unspecified),-1,-1,i,-5,i,-3,2,9,-2
O=C(O)CC1(CC(=O)Nc2ccc3c(c2)C(=O)OC3)CCCCC1,8,9,i,-3,i,1,2,19,-1
COc1ccc(CNC(=O)CCCOc2cc(=O)n(C)c3ccccc23)cc1,7,8,i,-5,i,-19,4,-7,-5
COc1ccc(C(=O)COC(=O)c2ccc(NC(=O)c3ccccc3)cc2)cc1,2,5,i,-2,i,-13,2,-7,-1
CC(=O)O[C@H]1C(=O)[C@@]2(C)C([C@H](OC(=O)c3ccccc3)[C@]3(O)C[C@H](OC(=O)[C@H](O)[C@@H](NC(=O)c4ccccc4)c4ccccc4)C(C)=C1C3(C)C)[C@]1(OC(C)=O)CO[C@@H]1C[C@H]2O (stereo partly specified),-9,-2,i,52*,i,1,0,4,-4
COCOCCn1cc(CN2CCS(=O)(=O)N(Cc3ccc(-c4cccc(CO)c4)cc3)C(C)C2=O)nn1 (stereo unspecified),-3,-1,i,-9,i,-5,-1,-8,4
O=C(Nc1ccc(Br)cc1)C1C2C=CC3(O2)C1C(=O)N(CCN1CCCCC1)C3C(=O)NC1CCCCC1 (stereo unspecified),3,-8,i,-2,i,7,3,8,-2
O=C(OCC1CCC=CO1)C1CCC=CO1 (stereo unspecified),-8,0,i,0,i,-5,3,18,2
CC(O)/C=C/c1cccc[n+]1C (stereo unspecified),-2,19,i,-8,i,-117,-1,5,4
COc1ccc(Cn2c(=O)oc3ccccc32)cc1OC,0,-1,i,-2,i,-3,1,2,-3
C=CC[C@H](CC(=O)N(CCO)Cc1ccccc1)C(=O)N[C@H](COC(=O)[C@@H](CC=C)Cc1ccc(F)cc1)C(C)(C)C,-13,-6,i,20,i,-1,4,5,2
CC[C@H](C)[C@H](NC(N)=O)C(=O)OCC(=O)NCc1ccc(Cl)cc1,-1,1,i,-11,i,4,-2,-18,-6
COc1cc(/C=C(/C#N)c2nc3ccccc3[nH]2)ccc1OCC(=O)Nc1ccccc1C(C)C,4,-4,i,-3,i,-9,1,-4,0
Nc1ccc2c(c1Br)Cc1ccccc1-2,4,0,i,8,i,1,2,31,-7
Cc1ccc(S(=O)(=O)c2ccc(Oc3ccccc3)cc2)cc1,0,3,i,21,i,11,-4,-6,-1
CCOC(=O)c1c(C)[nH]c(C(=O)N2CCC(C(=O)OCC)CC2)c1C,-1,0,i,-7,i,7,1,19,5
O=S(=O)(NCC(c1ccco1)N1CCCCC1)c1cccc(C(F)(F)F)c1 (stereo unspecified),4,-1,i,8,i,-16,0,7,-3
O=c1ccc(N=Nc2ccccc2)ccc1O,20,2,i,0,i,-8,3,10,-2
O=C(Cc1ccc(Cl)cc1)NNC(=O)c1ccco1,-2,-7,i,-2,i,-2,0,-3,-2
Cc1ccc(C)c(NC2=C(Cl)C(=O)OC2OC(C)C)c1 (stereo unspecified),3,-5,i,-2,i,-7,2,6,3
Cc1ccc(CCC(=O)Nc2ccc(S(N)(=O)=O)cc2)o1,-2,9,i,-4,i,17,-1,23,-2
Cc1cccc(N(Cc2ccccc2)C(=O)CN2C(=O)NC3(CCCCC3C)C2=O)c1 (stereo unspecified),-6,-5,i,7,i,5,1,-8,4
CC(C)NC(=O)C1(C)CCN1CCC(=O)c1ccccc1 (stereo unspecified),1,-3,i,-12,i,-15,-4,-7,-1
COc1cccc(NCc2nnc(SCC(=O)N(C)C3CCS(=O)(=O)C3)n2C2CCCCC2)c1 (stereo unspecified),3,4,i,-8,i,4,1,2,2
Cn1ccc2c(-c3cccc(C=O)c3F)cc3c(c21)C1CCC3C1 (stereo unspecified),14,4,i,22,i,7,10,19,2
CSCCC(NC(=O)c1ccccc1Cl)C(=O)N1CC(C)OC(C)C1 (stereo unspecified),2,-2,i,-3,i,11,3,6,-1
O=C(NC1CCCCC1)c1ccc2ccccc2c1,0,-5,i,-4,i,12,-3,8,6
C/C(Cc1nnn(-c2cc(C)on2)n1)=N\O,3,7,i,-5,i,-15,1,11,-2
CN1CCN(C(=O)c2cccn(Cc3cccc(Cl)c3)c2=O)CC1,1,-8,i,-4,i,-4,-1,8,4
Cc1ccc(C)c(C(=O)CSc2n[nH]c(-c3ccncc3)n2)c1,6,0,i,-9,i,0,-3,-2,2
CC(=O)c1sc(NC(=O)c2ccc(COc3ccccc3Cl)o2)nc1C,-1,1,i,-4,i,6,0,1,3
CC(=O)C1=C(O)C(=O)N(Cc2cccnc2)C1c1ccccc1Cl (stereo unspecified),10,5,i,-1,i,7,-2,0,-1
Cc1ccccc1CC(=O)Nc1ccc2c(c1)CCC2,0,-5,i,-5,i,-2,0,3,-6
CCOC(=O)N1CCN(S(=O)(=O)c2cccc3ccc(C)nc23)CC1,2,7,i,-3,i,-4,-1,12,2
O=C(CC1C(=O)NCCN1C(=O)Nc1ccc(C(F)(F)F)cc1)Nc1ccc(F)cc1 (stereo unspecified),3,-6,i,18,i,3,-2,4,-4
Cc1cccc(NC(=O)C2CCCCN2S(=O)(=O)c2ccccc2)c1C (stereo unspecified),4,-2,i,3,i,12,1,4,2
CC(C)c1cc(-c2cc(-c3ccc(Cl)cc3)on2)nc(NCC2CC2)n1,-4,-5,i,12,i,-6,3,9,-7
